Screening data from PubChem.
hcGAS inh – blocks human cGAS activity. 290,000 compounds, 0.081% hits. inhibition, % at 12.5 µM. Q8N884. recombinant h-cGAS, ATP depletion, Kinase-Glo luminescence;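 note: 0% = vehicle reaction and 100% = reaction without DNA for no activity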
Target sequence (Q8N884 whole entry, looked up): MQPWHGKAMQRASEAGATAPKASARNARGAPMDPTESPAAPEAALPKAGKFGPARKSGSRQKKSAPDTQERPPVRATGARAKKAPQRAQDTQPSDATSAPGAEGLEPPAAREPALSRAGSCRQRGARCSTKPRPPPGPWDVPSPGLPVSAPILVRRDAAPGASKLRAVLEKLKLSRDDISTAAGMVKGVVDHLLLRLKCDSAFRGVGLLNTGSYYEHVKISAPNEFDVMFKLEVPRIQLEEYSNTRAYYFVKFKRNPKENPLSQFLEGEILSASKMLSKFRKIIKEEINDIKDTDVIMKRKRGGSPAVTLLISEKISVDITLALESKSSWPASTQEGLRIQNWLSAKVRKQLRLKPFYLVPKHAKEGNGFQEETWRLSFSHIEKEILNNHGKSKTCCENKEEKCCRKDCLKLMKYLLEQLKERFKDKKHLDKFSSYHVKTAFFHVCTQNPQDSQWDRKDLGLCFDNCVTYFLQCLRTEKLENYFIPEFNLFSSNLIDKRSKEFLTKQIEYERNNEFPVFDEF
mcGAS inh – blocks mouse cGAS activity; Q8C6L5; recombinant cGAS, Kinase-Glo ATP depletion luminescence; inhibition, % at 12.5 µM; 160,000 compounds, 0.15% hits; AID 1259399;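 note: 0% = negative control wells and 100% = reference inhibitor with no enzyme activity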
NPYLR7 ag – mosquito NPYLR7 agonism; activation, % at 10 µM; 270,000 compounds, 0.15% hits; AID 1259423; HEK293T NPYLR7/Galpha15, GCaMP6s calcium fluorescence; in the data active = activation above about 40%;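 note: 0% = vehicle and 100% = reference agonist at the receptor; some compounds past the cut are filed as inactive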
* hit, by the source's call; . = no result given; & = joins results of further samples. Cut-off read from the data, not from the text of the source, unless noted: active = inhibition above about 40%; inactive = the rest.

Every second line gives: hcGAS inh	mcGAS inh	NPYLR7 ag
OC[C@H]1O[C@@H](n2cnc3c(Nc4ccccc4)ncnc32)C(O)[C@H]1O (some centres undefined)
  2	-3	3
O=C1NC(=O)C2C1C(c1cccs1)NN2Cc1ccccc1 (centres undefined)
  2	2	-12
O=C(NNC(=O)c1cccn(Cc2cccc(Cl)c2)c1=O)Nc1cccs1
  -10	.	6
Cc1nn(CCNC(=O)C2CC3(CCNCC3)CN2C)c(C)c1Cl (centres undefined)
  -12	-7	.
O=C(NCc1cc(Br)ccc1F)NCC1CCN(CC(F)(F)F)C1 (centres undefined)
  -6	.	8
Cc1cc(C)cc(-c2nn(CN(CCC#N)CCC#N)c(=S)o2)c1
  4	-2	5
CN(C)C(=O)CN(C)C(=O)CN1C(=O)NC2(CCCCCC2)C1=O
  -7	.	2
FC(F)(F)c1nnc2n1N=C(c1cccc(Cl)c1)CS2
  -7	.	-3
CNC(=O)[C@@H]1[C@@H](OC)C(=O)N(C)C12CCN(C(=O)c1ccc(C(C)(C)C)cc1)CC2
  -3	-4	7
COc1cn(CC(=O)NCc2ccccc2)c(CN2CCCCCC2)cc1=O
  -5	-8	2
O=C(Nc1ccc2c(c1)OC1(CCCC1)O2)N1CCN(Cc2cccnc2)CC1
  -5	.	7
O=C(NNS(=O)(=O)c1cccc(C(F)(F)F)c1)c1ccco1
  -1	.	-8
Cc1ccc(C(=O)N(CC(=O)N(Cc2ccc3c(c2)OCO3)Cc2cccs2)CC2CCCO2)cc1[N+](=O)[O-] (centres undefined)
  -2	2	-9
CN(C)CC1(O)CCCN(S(=O)(=O)c2ccc(C(F)(F)F)cc2)CC1 (centres undefined)
  -5	-13	.
O=C1CC(c2cc(F)ccc2-n2cccn2)c2cc3cn[nH]c3cc2N1 (centres undefined)
  -5	-13	-3

Later entries.
Every second line gives: hcGAS inh	mcGAS inh	NPYLR7 ag
Cc1ccc(-n2ncc3c2ncn2c(C4CCCO4)nnc32)cc1 (centres undefined)
  -7	-5	-3
CCCC1COCCN1C(=O)CSc1n[nH]c(N)n1 (centres undefined)
  -5	.	6
Fc1ccc(CC2CN(Cc3cccn3-c3ccncc3)CCO2)cc1 (centres undefined)
  -8	-11	.
COc1cc(=O)n(-c2ccccc2)nc1C(=O)N1CCN(c2ccccc2)CC1
  -6	.	4
COc1cc(OC)cc(C(=O)c2c(N)sc3c2CCC(C)C3)c1 (centres undefined)
  -7	-15	-2
CC(C)Nc1ccccc1C(=O)N1CCN2CCN(C)CC2C1 (centres undefined)
  -4	.	13
O=C(O)c1cc(I)cc(C(F)(F)F)c1
  -8	.	7
CCCCN(C(C)c1nc2ccccc2c(=O)n1-c1ccc(CC)cc1)S(=O)(=O)c1ccc(Cl)cc1 (centres undefined)
  -8	-7	14
COc1ccc(N(C)S(=O)(=O)c2ccc(OC)c(N3CCN(C(=O)c4cc(C)oc4C)CC3)c2)cc1
  -5	-5	5
Cc1cc(C)n(-c2nc3c(c(=O)n2CC(=O)N2CCCC2)CCCC3)n1
  -2	-7	-7
c1ccc(-c2nc3c(c(N4CCN(Cc5cccn5-c5ccccn5)CC4)n2)CCC3)cc1
  -1&-11	.	2&2
CC(NC(=O)c1cnn(-c2ccc(Cl)cc2)c1C(F)(F)F)c1ncn[nH]1 (centres undefined)
  3	1	-5
O=C(Nc1ccc(N2CCC(Cc3ccccc3)CC2)c(C(=O)N2CCCC2)c1)c1ccc(Cl)c(Cl)c1
  4	-1	-5
CCN(CC)c1ccc(CN(C(=O)c2ccccc2F)C2CC2)c(OS(=O)(=O)c2ccc(NC(C)=O)cc2)c1
  1	-2	0
Fc1ccc(N=c2scc(-c3ccc(OC(F)F)cc3)n2C2CC2)cc1
  -4	.	5

Other records:
Every second line gives: hcGAS inh	mcGAS inh	NPYLR7 ag
COCCNC(=O)CCC1CCN(C(=O)c2ccco2)CC1
  -6&-7	-8	-2
COc1cccc(C(=O)NC(C(=O)N2CCCCC2)C2CCN(C(=S)Nc3ccc(F)cc3)CC2)c1 (centres undefined)
  1	-5	9
O=C(CCc1nnc(CCCc2ccccc2)o1)NC(c1ccco1)C(F)(F)F (centres undefined)
  -3	-4	1
O=C(CSc1nc(=O)n(CCCO)c2c1CCC2)N1CCCc2ccccc21
  -1	1	16
CC(C)Oc1ccc(C2N3CC4(C)CN2CC(C)(C3)C4O)cc1 (centres undefined)
  -4	.	6
O=C(Cc1cc(-c2cc3ccccc3o2)on1)N1CCCCC1
  2	-1	-1
CC(C)Nc1nnc(SC(C)C(=O)NC(=O)NC2CC2)s1 (centres undefined)
  -4	.	-1
CCc1nc(CN(C)Cc2snnc2C)c(C)[nH]1
  -3	-16	2
Cc1ccc(CC2(NC(=O)Cn3ccc(=O)c4ccccc43)CC2)cc1
  -7	.	-8
N#Cc1c(C(F)(F)F)cc(=O)[nH]c1SCC(=O)O
  14	.	7
CCOC(=O)C1(Cc2cccc(OC)c2)CCCN(C(=O)Cn2nc(C)nc2C)C1 (centres undefined)
  -9	.	17
CCN1C(=O)/C(=C/C=C2/C=CC=CN2CC)SC1=S
  -9	-9	18
CCCCSc1nc2c(c(=O)[nH]1)C(c1ccc(F)cc1)C(C(=O)OC)C(C)=N2 (centres undefined)
  -10	.	-4
CCCCS(=O)(=O)NC(=O)C1(C)CCN1C(=O)c1ccccc1CCc1ccccc1 (centres undefined)
  1	.	5
COc1ccc(S(=O)(=O)Oc2ccc(CN(Cc3ccc(F)cc3)C(=O)Nc3ccccc3OC)cc2)cc1
  1	-7	19

Next part; the last three above are carried over.
Every second line gives: hcGAS inh	mcGAS inh	NPYLR7 ag
CCCCSc1nc2c(c(=O)[nH]1)C(c1ccc(F)cc1)C(C(=O)OC)C(C)=N2 (centres undefined)
  -10	.	-4
CCCCS(=O)(=O)NC(=O)C1(C)CCN1C(=O)c1ccccc1CCc1ccccc1 (centres undefined)
  1	.	5
COc1ccc(S(=O)(=O)Oc2ccc(CN(Cc3ccc(F)cc3)C(=O)Nc3ccccc3OC)cc2)cc1
  1	-7	19
COc1ccc(Cl)c2sc(N(CCN(C)C)C(=O)c3ccc(N(C)C)cc3)nc12
  -8	.	8
Cc1nc(CNC(=O)c2ccc(-c3ccccc3)[nH]2)cs1
  -8	-16	11
O=S(=O)(c1cccc(C(F)(F)F)c1)N1CCN(c2nc3nccc(-c4cccnc4)n3n2)CC1
  2	2	6
COc1c2cccc(C)c2c(C=O)c2c(COC(C)=O)coc12
  -2	-2	-7
COc1ccccc1OCC(=O)N1CCc2c(cnc(C)c2CNC(=O)Cc2ccsc2)C1
  4	-4	-8
Cc1cc(NC(=O)CN2C(=O)CCC2=O)n(-c2nc3ccccc3s2)n1
  -3	-9	-7
Cc1cccc(Oc2cnn(C)c(=O)c2Nc2cccc(C(=O)NCc3ccc(F)cc3)c2)c1C
  0	-2	8
COc1ccccc1C1SC(C)C(=O)N1CCN(C(=O)c1ccc(F)cc1)C(C)C (centres undefined)
  -3	-3	-4
O=C(Nc1ccc(OC(F)(F)F)cc1)c1ccc2nc[nH]c2c1
  0	.	3
COc1ccc(CC2CN(C(=O)c3cc4cccc(C)c4o3)CCO2)cc1 (centres undefined)
  -8	-7	1
Clc1ccc(C2CCCN(Cc3nc(-c4cnccn4)no3)C2)cc1 (centres undefined)
  -8	-8	6
Cc1cc(C)cc(C(=O)N2CCN=C2c2ccccc2)c1
  -5	.	2
CN1CCN(C(=O)CN(c2cc(C(F)(F)F)ccc2Cl)S(C)(=O)=O)CC1
  -4	.	12
CCn1cnnc1CN(C)Cc1nc(-c2cc(F)cc(F)c2)oc1C
  -10	-11	-1
Cc1ccnc(NC(=O)CN(C)C(=O)c2c[nH]c3ncccc23)c1
  0	.	18

Some of these compounds in order of molecular weight, smallest number first.
Every second line gives: hcGAS inh	mcGAS inh	NPYLR7 ag
Cc1cc(NC(=O)CN2C(=O)CCC2=O)n(-c2nc3ccccc3s2)n1
  -3	-9	-7
COc1ccccc1C1SC(C)C(=O)N1CCN(C(=O)c1ccc(F)cc1)C(C)C (centres undefined)
  -3	-3	-4
COc1ccc(Cl)c2sc(N(CCN(C)C)C(=O)c3ccc(N(C)C)cc3)nc12
  -8	.	8

(list continues)
Every second line gives: hcGAS inh	mcGAS inh	NPYLR7 ag
CC(C)(C)c1ccc(S(=O)(=O)N(CC#N)c2ccccc2)cc1
  0	.	4
CCOC(=O)c1ccccc1NC(=O)c1sc(N)c(C(=O)OCC)c1C
  -9	-5	-8
O=c1[nH]c2ccc(Cl)cc2o1
  -4	.	7
CC(C)(C)c1cc2nc(-c3ccccc3)cc(C(=O)N3CCN(C/C=C/c4ccccc4)CC3)n2n1
  -11	-10	11
Cc1nc2c(C)cccc2cc1C(=O)N1CC[C@H](CO)[C@@H](O)C1
  -4	.	-2
CC(C)c1ccc(NC(=O)CNC(=O)C2CC2(c2ccccc2)c2ccccc2)cc1 (centres undefined)
  0	0	-1
CC(C)N(Cc1nccn1Cc1ccc(C(F)(F)F)cc1)C(=O)c1ccccc1F
  -3	-3	13
O=C(Cc1ccc(S(=O)(=O)N2CCOCC2)s1)N1CCCSc2ccccc21
  -11	.	4
Cc1ccc(C(=O)NC2CC2)cc1NCC(=O)N(C)C1(C#N)CCCCC1
  -3	.	3
COc1ccc(NC(=O)Nc2nc(CCC(=O)NCCC3=CCCCC3)cs2)cc1
  -10	.	10
Cc1ccc(C(=O)N2CCCC(Cn3cc(-c4ccccn4)nn3)C2)cc1C (centres undefined)
  -3	-8	-4
O=C(Nc1cccc(N2CCOC2=O)c1)c1cc(-c2cccc(Cl)c2)on1
  6	.	4
C=CCn1c(-c2nonc2N)nc2ccccc21
  -8	-3	-5
Cc1cc(C(=O)N(C)Cc2ccccc2O)c(C)n1-c1ccccn1
  2	4	6
O=C(NCc1cc(C2CC2)on1)c1cn(CC2CCCNC2)nn1 (centres undefined)
  -2	-1	1

Other structures follow.
SMILES,hcGAS inh,mcGAS inh,NPYLR7 ag
COC(=O)c1cc(C(=O)OC)cc(S(=O)(=O)N2CCCC2c2ccccc2)c1 (centres undefined),-3,-5,7
Cc1cc(C)cc(NC(=O)CCc2c(C)nn(-c3nc(C)c(C)c(=O)[nH]3)c2C)c1,-11,.,7
Cc1cc(C)c2oc(C(=O)N(Cc3ccc(N(C)C)cc3)C3CCS(=O)(=O)C3)c(C)c2c1 (centres undefined),-1,.,-10
CC(C)CCn1c(Cl)nc2c1c(=O)n(C)c(=O)n2C,-8,.,4
Cc1c(C(=O)O)sc2nc3n(c(=O)c12)CCCCC3,5,2,-2
CN1C[C@H](O)[C@]2(CCN(C3CCCCCC3)C2)S1(=O)=O,3,-7,1
CCN1C(=O)C2C(c3ccc([N+](=O)[O-])cc3)NN(Cc3ccccc3)C2C1=O (centres undefined),-3,-8,0
CNC(=O)c1nn(-c2ccc(C)cc2)c(=O)cc1OC,2,0,-5
Cc1ccc(CNC(=O)Cn2c(CO)cnc2SCc2ccccc2)cc1,-1,.,4
Cn1nnc2c(Nc3cccc(F)c3)ncnc21,8,.,9
Cc1nn2c(=O)[nH]c(SCC(=O)N3CC(C)OC(C)C3)nc2c1-c1ccccc1 (centres undefined),19,-5,13
Cc1ccc(NC(=O)CSc2nc3nc(C)cc(C)n3n2)cc1,-4,-8,0
CCC(C)N(Cc1ccc(OC)c(OCc2nc(CO)cs2)c1)C(=O)C1CCCC1 (centres undefined),-3,-4,9
O=C(CCN1Cc2ccccc2OC(c2ccccc2)C1)NCCc1nc2ccccc2c(=O)[nH]1 (centres undefined),-3,-10,3
CC12C=CC3(CN(CCCN4CCOCC4)C(=O)C3C1C(=O)O)O2 (centres undefined),1,.,5
CNC(=O)[C@H]1C[C@]2(CCCCN(C)C2=O)N(S(=O)(=O)c2ccccc2)[C@H]1c1ccccc1,-6,-6,1
N#Cc1cccc(C=CC(=O)c2ccc(O)cc2)c1,-4,.,9
CC(C)CNS(=O)(=O)c1ccc2[nH]cc(C(=O)O)c(=O)c2c1,-3,-5,0
CC(=O)NCc1ccc(S(=O)(=O)Oc2cccc(Cl)c2Cl)s1,-1,.,4
CCOc1ccc(S(=O)(=O)c2cnc(SCC(=O)NCc3ccccc3)[nH]c2=O)cc1,-3,-7,1
Clc1ccc(CN2CCN(Cc3cnc(N4CCCC4)nc3)CC2)cc1,-10,-11,3
COc1ccc(C2=Nc3ncnn3C(c3ccc(OC)c(OC)c3)C2)cc1OC (centres undefined),-4,.,3
CCc1[nH]n(-c2cccc(Cl)c2)c(=O)c1C1=C([n+]2cccc(C)c2)C(=O)N(C(C)C)C1=O,-12,-10,4
COc1ccc2c(c1)[C@]1(C(=O)O)CNC[C@@H]1C(C)(C)CO2,2,-4,3
O=C(CS(=O)(=O)C1CCCC1)N1CCCCC1Cc1ccccc1 (centres undefined),-5,-14,-5
CC(C)(C)NS(=O)(=O)c1cncc(-c2cc(F)c3nc(N)nn3c2)c1,-5,-5,16
CCCN(C)CC1CCN(c2nc3ccccc3nc2N2CC(C)OC(C)C2)C1 (centres undefined),-9,.,3
Cc1ccc(Nc2nc(NCCCc3ccccc3)nc3nccnc23)cc1,-2,.,4
Cc1c(NC(=O)CN2CCC(NS(=O)(=O)c3ccccc3)CC2)c(=O)n(-c2ccccc2)n1C,-4,-4,13
Cc1nc(C(F)(F)F)ccc1C(=O)OCCN1CCCCCC1=O,-10,.,3
